# PHOSPHO1 inh = PubChem AID 1565. Phosphoethanolamine/phosphocholine phosphatase (Homo sapiens), Q8TCT1. recombinant PHOSPHO1, absorbance phosphatase assay. inhibition, % at 13.3 µM. hit rate 1.1% among 290,000; in the data active = inhibition above about 60%
# IDE cell inh = human IDE inhibitors in live cells, primary screen, fluorescence polarization, HEK cells, FAbetaB substrate | Insulin-degrading enzyme (Homo sapiens), P14735 | FAbetaB cleavage | inhibition, % at 5.59 µM | hit rate 0.41% among 320,000 | AID 434962, 2010;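 active = percent inhibition above the average of all tested compounds plus 3 SD, set per screening campaign, cut at about 16% in these data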;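 note: IDE supplied by intact live HEK cells; FP after avidin binding of uncleaved biotin substrate so inhibition keeps polarization high; 0% = DMSO wells and 100% = 60 µM reference IDE inhibitor Ii1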
# IDE cell activ = human IDE activators in live cells, primary screen, fluorescence polarization, HEK cells, FAbeta-B substrate | Insulin-degrading enzyme (Homo sapiens), P14735 | FAbeta-B cleavage; 0% vehicle, 100% cell-free pure enzyme wells | hit rate 0.073% among 340,000 | AID 493087, 2011 | activation, % at 5.96 µM;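 active = activation above the mean of all tested compounds plus 3 SD, set per screening campaign, cut at about 17% in these data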
# VIM-2 inhibitor = VIM-2 metallo-beta-lactamase inhibitors, primary screen, biochemical, epi-absorbance readout, Pseudomonas aeruginosa enzyme; inhibition, % at 5.6 µM; hit rate 0.89% among 290,000; AID 1527, 2009; purified VIM-2, nitrocefin hydrolysis, epi-absorbance fluorescence;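 active = inhibition above the mean of all tested compounds plus 3 SD, cutoff set per screening run, cut at about 7.5% in these data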;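 note: red hydrolysis product quenches plate fluorescence so inhibitors raise well fluorescence; 0% = enzyme with DMSO and 100% = DMSO without enzyme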
# NALP1 inh = NALP1 inflammasome inhibitors in reconstituted yeast, colorimetric, S. cerevisiae, triplicate retest. S. cerevisiae NALP1/ASC/caspase-1 growth, X-gal OD620, 72 h. inhibition, % at 10 µM. hit rate 0.61% among 280,000; in the data active = inhibition mostly above about 24%, no sharp cut-off; inactive = mostly below about 32%; note: some compounds called inactive have numbers as strong as hits
# GPR7 antag = GPR7 receptor antagonists, primary screen, cell-based, fluorescence, single concentration. Neuropeptides B/W receptor type 1 (Homo sapiens), P48145. GPR7-expressing cells, fluorescence antagonist assay. inhibition, % at 4.4 µM. hit rate 1.1% among 290,000. AID 1861, 2009; in the data active = inhibition above about 16%, passing the limit was not always enough;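 note: cells stimulated with the agonist NPW; 0% = agonist with vehicle and 100% = vehicle without agonist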
# PfM18AAP inh = PfM18AAP inhibitors, malaria aminopeptidase, primary screen, biochemical, QFRET, recombinant enzyme; M18 aspartyl aminopeptidase (Plasmodium falciparum 3D7); H-Glu-NHMec fluorogenic cleavage; inhibition, % at 7.35 µM; hit rate 1.2% among 290,000; AID 1822, 2009;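 active = inhibition above the campaign mean inhibition over all tested compounds plus 3 SD, cut at about 28% in these data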;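 note: 0% = plate median of test compound wells and 100% = 2 mM ZnCl2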
# IMP-1 inh = IMP-1 metallo-beta-lactamase inhibitors, primary screen, biochemical, epi-absorbance readout, Pseudomonas aeruginosa enzyme; hit rate 0.45% among 290,000; purified IMP-1, nitrocefin hydrolysis, epi-absorbance fluorescence; AID 1556, 2009; inhibition, % at 5.6 µM;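 active = inhibition above the mean plus 3 SD of all compounds in the same screening run, cut at about 4.5% in these data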;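 note: 0% = IMP-1 with DMSO and 100% = DMSO wells lacking enzyme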
#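 assay system = purified recombinant IMP-1 metallo-beta-lactamase enzyme | schedule = 15 min preincubation plus 25 min reaction at 25 °C | signal = Epi-absorbance fluorescence, 480 nm excitation, 530 nm emission | read-out basis = percent inhibition from optical density relative to buffer-blank wells | controls = IMP-1 with DMSO as 0%, enzyme-free DMSO as 100%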
# p-CIP stab down = p/CIP-EGFP fusion destabilizers, primary screen, fluorescence, F442A cells | decrease of EGFP signal, % at 10 µM | hit rate 0.01% among 290,000 | Q05BA5 | 16 h;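 active = EGFP signal decrease of at least 30% at 10 µM or well 3 SD below plate mean, unless failing retest; inactive = the rest, including hits failing retest or dose response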; note: some compounds called inactive have numbers as strong as hits; many of its hits are not listed in these tables
# Target sequence (Q05BA5 1-1403): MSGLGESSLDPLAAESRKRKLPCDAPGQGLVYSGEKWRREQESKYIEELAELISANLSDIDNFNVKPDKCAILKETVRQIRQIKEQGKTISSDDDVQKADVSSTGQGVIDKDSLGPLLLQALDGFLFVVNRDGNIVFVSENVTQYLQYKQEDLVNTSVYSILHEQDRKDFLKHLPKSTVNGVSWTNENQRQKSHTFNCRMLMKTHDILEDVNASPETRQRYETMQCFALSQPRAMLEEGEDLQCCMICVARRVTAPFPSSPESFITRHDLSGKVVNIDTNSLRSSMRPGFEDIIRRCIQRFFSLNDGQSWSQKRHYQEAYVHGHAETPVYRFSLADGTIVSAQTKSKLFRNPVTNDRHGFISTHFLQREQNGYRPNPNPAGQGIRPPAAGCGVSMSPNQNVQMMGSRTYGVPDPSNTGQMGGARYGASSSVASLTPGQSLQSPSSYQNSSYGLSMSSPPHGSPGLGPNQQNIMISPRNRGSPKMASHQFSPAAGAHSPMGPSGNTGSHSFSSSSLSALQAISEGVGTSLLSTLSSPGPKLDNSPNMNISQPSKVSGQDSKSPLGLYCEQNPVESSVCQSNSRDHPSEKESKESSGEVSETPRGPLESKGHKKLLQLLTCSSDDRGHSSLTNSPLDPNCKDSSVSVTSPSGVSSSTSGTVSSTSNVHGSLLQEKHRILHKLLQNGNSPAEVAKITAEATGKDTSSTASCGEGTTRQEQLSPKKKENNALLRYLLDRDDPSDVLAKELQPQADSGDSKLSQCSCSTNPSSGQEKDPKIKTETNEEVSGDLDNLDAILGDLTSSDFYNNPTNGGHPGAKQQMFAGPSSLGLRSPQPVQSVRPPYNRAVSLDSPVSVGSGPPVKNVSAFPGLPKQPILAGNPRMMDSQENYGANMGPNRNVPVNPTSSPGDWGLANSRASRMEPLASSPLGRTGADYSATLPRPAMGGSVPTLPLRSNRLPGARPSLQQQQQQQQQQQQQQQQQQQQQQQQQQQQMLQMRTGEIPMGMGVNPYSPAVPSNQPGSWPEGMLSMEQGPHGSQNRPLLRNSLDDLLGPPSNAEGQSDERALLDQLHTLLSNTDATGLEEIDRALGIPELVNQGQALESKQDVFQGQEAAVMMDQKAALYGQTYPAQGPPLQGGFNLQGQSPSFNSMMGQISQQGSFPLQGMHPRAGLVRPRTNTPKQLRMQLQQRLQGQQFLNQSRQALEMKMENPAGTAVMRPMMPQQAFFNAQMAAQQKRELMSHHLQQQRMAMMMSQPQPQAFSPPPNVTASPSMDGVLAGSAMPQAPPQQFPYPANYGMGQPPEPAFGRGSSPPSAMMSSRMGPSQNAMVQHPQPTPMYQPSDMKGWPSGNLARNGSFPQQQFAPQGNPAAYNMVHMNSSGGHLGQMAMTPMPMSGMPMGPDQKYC
# Starred values were filed as active, the others as inactive; i = inactive; · = no result given.
compound	PHOSPHO1 inh	IDE cell inh	IDE cell activ	VIM-2 inhibitor	NALP1 inh	GPR7 antag	PfM18AAP inh	IMP-1 inh	p-CIP stab down
C/C(CC(=O)Nc1cc(Cl)ccc1Cl)=N\NC(N)=S	-79	-5	3	-4.7	14	5	1	-1.1	-4
COc1ccc(Cn2c(=O)[nH]c3cc(OC)c(OC)cc3c2=O)cc1	27	-1	-1	-1.2	·	-9	-7	-3.6	-4
O=C(CN1CCN(S(=O)(=O)c2ccc(F)cc2)CC1)Nc1cccc(C(F)(F)F)c1	40	-6	-2	-1.4	-1	-8	-4	-4.5	-6
COc1ccc(Cl)cc1Nc1nc(NCCO)nc(N2CCCC2)n1	0	-3	-2	-1.7	29	-17	0	-2.9	-20
O=[N+]([O-])c1cnn2cc(Br)cnc12	12	-3	0	-0.5	-10	1	1	-1.4	-8
CS(=O)(=O)Nc1ccc(C(=O)Nc2ccc(S(=O)(=O)Nc3nccs3)cc2)cc1	5	1	7	-3.5	10	-7	3	-2.0	-4
COc1ccccc1CCNC(=O)c1ccc2nc[nH]c2c1	19	0	0	-2.5	4	-6	0	-0.8	3
CCc1sc(C(=O)Nc2cc(Cl)ccc2N2CCCCC2)cc1C	-12	1	2	-3.6	11	-10	6	-5.7	4
Cn1c(CCN2CCOCC2)nc2cc(NS(=O)(=O)c3ccccc3)ccc21	16	-8	10	-1.7	-10	-11	1	-2.4	-10
NC(=O)C1CCN(C2=C(NS(=O)(=O)c3ccc(Br)cc3)C(=O)c3ccccc3C2=O)CC1	8	-5	-4	5.5	-6	-2	15	-0.8	-6
Cc1cccc(C(=O)NNC(=O)c2ccccc2Br)c1	·	0	-3	-4.5	6	3	10	-1.3	11
CC(=O)N1CCOc2ccc(S(=O)(=O)N3CCC(C(=O)NCc4ccccc4)CC3)cc21	17	1	-3	-3.2	16	12	-8	-3.4	9
COc1ccc2nc(NC(=O)CCn3cccc3)sc2c1	16	1	6	-1.0	-2	-6	-6	-2.8	3
CCn1c(SCC(=O)NC2CC2)nnc1-c1cccc(OC)c1	·	-1	7	-3.2	29	-8	1	-2.5	-15
CCOCC(=O)NCc1ccc2c(c1)OCO2	-9	2	-1	-1.3	·	-4	1	-1.3	2
O=S(=O)(c1cccc2nsnc12)N1CCN(c2ccccc2F)CC1	37	0	0	-6.5	-1	-6	1	-3.6	-10
[O-]/[N+](=C\c1ccccc1)[C@@H]1CCCC[C@@H]1/[N+]([O-])=C/c1ccccc1	23	0	-2	-0.7	0	5	5	-2.2	-1
COC(=O)C(C)N1C(=O)S/C(=C\c2ccc(-c3ccc(C(=O)O)cc3C)o2)C1=O (stereo unspecified)	52	1	-4	-0.5	5	18	3	-2.1	-3
Cc1cc(C)c(S(=O)(=O)NC2CCN(Cc3ccccc3)CC2)c(C)c1	-3	0	6	0.2	·	-5	-4	-1.3	-5
O=C(NC(Cc1c[nH]c2ccccc12)C(=O)O)/C(=C\c1ccc2c(c1)OCO2)NC(=O)c1ccccc1 (stereo unspecified)	36	10	6	-2.0	i	-4	-6	-4.1	-8
O=C(/C=C/c1ccccc1)NNC(=O)C1CC1	9	-1	7	-1.4	2	9	3	-1.6	-10
CC(NC(=O)c1ccccc1)c1nnc(SCC(=O)NC2=NCCS2)n1C (stereo unspecified)	40	1	3	-5.6	-10	1	0	-2.1	2
COCCCn1c(SCC(=O)NC(C)(C)C)nnc1-c1ccccc1	25	4	9	-1.3	22	-10	-7	-3.9	7
Cc1oc(-c2ccc(-c3ccccc3)cc2)nc1CN(C)C1CCOC1 (stereo unspecified)	40	2	-4	-2.1	-24	-7	-1	-2.5	-18
COCCNC(=O)Cc1c(C)c2c(cc(C)c3c(C)coc32)oc1=O	11	0	1	1.5	4	-18	-7	-4.7	-2
COc1ccc(S(=O)(=O)NC2CCCC2)cc1C(N)=O	-30	·	2	-2.3	0	-8	-2	-4.6	3
CC(C)CC(=O)OCc1cn(-c2ccccc2)nn1	2	-1	5	-1.0	3	1	-2	-0.3	-11
CCOC(=O)C1CCN(S(=O)(=O)c2ccc(-c3ccc(=O)[nH]n3)o2)CC1	-6	4	0	-1.5	34	2	0	-1.4	3
CCCCN(CCCC)c1nc2ccccc2nc1C(C#N)C(=O)NCCCOC (stereo unspecified)	16	4	-1	-0.9	21	9	0	-2.3	-13
COc1cnc(SCc2ccc(Cl)c(Cl)c2)nc1Cl	40	-3	3	-2.6	3	-2	-4	-3.0	1
CCCCCOC(=O)c1cc(=O)[nH]c2ccccc12	-6	-1	1	-1.1	8	-12	7	-3.0	-3
COc1cccc(-c2nc(-c3ccc4c(c3)-c3ccccc3S4(=O)=O)c(-c3ccccc3)[nH]2)c1OC	11	0	2	-2.3	-102	-3	-3	4.8*	-19
COc1ccc(OC)c(/C=N/NC(=O)c2cnccn2)c1	29	-8	0	-2.2	-2	-8	6	-3.1	3
N#CC(C#N)=C(N)Nc1cccc(Cl)c1	20	5	1	-2.5	-29	-1	9	-1.6	-16
CCOc1ccc(C(=O)Nc2nnc(C3=COCCO3)o2)cc1	22	4	1	-3.8	3	4	14	1.0	-10
Cc1ccc(-c2csc(Nc3ccc(S(N)(=O)=O)cc3)n2)o1	27	2	-2	-3.3	5	-4	-32	-1.8	8
CCOC(=O)/C=C/C(=O)Nc1ccc(S(=O)(=O)Nc2nccs2)cc1	23	1	-2	-3.3	16	-15	-8	-1.8	-2
Cc1cccc(C(=O)Oc2coc(CSc3nnc(NC(=O)C4CC4)s3)cc2=O)c1	-14	2	7	-2.5	24	-5	2	-1.3	1
CC(=O)Nc1ccc2c(c1)nc(C)n2Cc1ccccc1	34	4	3	-0.3	8	-6	8	-1.3	-3
CC(=O)c1cnc(N2CCCCC2)nc1C	-14	3	3	-4.1	6	-3	6	-3.6	-11
Nc1c(S(=O)(=O)c2cccs2)c2nc3ccccc3nc2n1/N=C/c1cccc(O)c1	-18	5	0	2.0	12	-5	4	-1.1	-5
Cc1ccnc(NC(=O)CCC(=O)N(CC(=O)NC2CCCCC2)c2cccc(C)c2C)c1	-36	0	0	-2.8	2	-6	-4	-2.9	14
CCCCNC(=O)c1onc(CSc2cccc3ccccc23)c1C(=O)O	16	-5	-1	-3.3	-13	-13	2	-2.9	3
CCOc1ccc(NC(=O)CC2C(=O)N(C)C(=S)N2CCCc2ccccc2)cc1 (stereo unspecified)	19	3	7	2.3	26	15	-4	-2.3	-13
N#Cc1c(-c2ccc(Br)cc2)cc(-c2cccnc2)nc1N	-23	10	3	-2.9	42	0	2	-2.0	-20
C=CCN1C(=O)CSC1=Nc1ccc(C(=O)O)cc1	·	0	3	-0.6	-17	4	-2	-2.2	10
CN(c1ccccc1)c1nc(N)c([N+](=O)[O-])c(NCc2ccccc2)n1	36	7	7	-2.0	12	-11	-3	-2.3	-22
O=c1oc2cc(OCc3ccc([N+](=O)[O-])cc3)ccc2c2c1CCCC2	22	8	0	-0.9	35	-13	5	-3.4	-4
O=C(O)CCC(=O)Nc1ccc(Br)cc1C(=O)c1ccccc1	18	1	4	1.5	·	-13	-12	-2.0	-1
CCOc1ccc(C(=O)N/N=C/c2ccccc2[N+](=O)[O-])cc1	6	9	4	-3.4	20	-7	0	-1.2	-15
COC(=O)Cc1ccc(NC(=O)c2ccccc2Br)cc1	51	-2	5	-1.7	15	-12	2	-2.1	-9
O=C(NC(=S)Nc1ccc(CN2CCCCC2)cc1)c1cccc(OCc2ccccc2)c1	8	0	7	-3.3	11	-2	14	-1.8	-15
O=S(=O)(NCc1ccncc1)c1ccccc1	6	-5	-6	-5.1	-5	0	-11	-4.6	-24
CCOC(=O)c1c(N)n(-c2ccc(N)cc2)c2nc3ccccc3nc12	-13	-3	7	1.1	21	-9	-3	-3.1	-5
CCOC(=O)C1=C(C)N(c2ccc(OC)cc2)C(=O)/C1=C\c1cccs1	2	0	5	0.2	16	-12	11	-2.9	-8
COc1ccc(C(=O)NC(Cc2ccccc2)c2ccc3c(c2)OCCCO3)cc1 (stereo unspecified)	-4	3	-2	-0.9	10	4	3	-4.2	-5
Cc1ccc(Nc2nc(-c3cccnc3)nc3ccccc23)cc1	24	-1	-8	-0.8	17	-6	4	-3.0	-16
Cc1cc(N2CCOCC2)nc2ccc(NC(=S)NC(C)C)cc12	28	-1	5	-0.4	15	-2	8	-0.1	4
Cc1ccc(NC(=O)c2cc(-c3cc(Cl)ccc3O)n[nH]2)cc1C	11	·	1	-2.1	29	10	-4	-1.5	-7
COc1ccc(S(=O)(=O)NCCC(=O)Nc2ccc(C)cc2)cc1	17	0	-3	1.6	1	-9	6	-1.8	-6

# New compounds follow
compound	PHOSPHO1 inh	IDE cell inh	IDE cell activ	VIM-2 inhibitor	NALP1 inh	GPR7 antag	PfM18AAP inh	IMP-1 inh	p-CIP stab down
CN(C)CCCN(C(=O)c1ccc([N+](=O)[O-])o1)c1nc2cc3c(cc2s1)OCO3	28	7	12	-0.5	14	0	1	-2.7	-8
CNc1nc(-c2ccccc2)cc(C(F)(F)F)c1C#N	12	2	-1	-1.7	4	-10	-15	-1.5	-35
S=C(NCc1ccco1)Nc1ccc2c(c1)OCCO2	-75	12	8	-3.7	6	-5	1	-2.9	0
CC(=O)NCC1CCCN(c2nc3nonc3nc2N(C)Cc2ccccc2)C1 (stereo unspecified)	29	10	-1	-0.4	-9	0	-8	-1.8	4
OC(c1ccc(Cl)cc1)C(O)c1nc2ccccc2[nH]1 (stereo unspecified)	-1	3	11	-1.7	-9	-7	-7	-3.3	7
Cc1ccc2c(c1)[nH]c1c(=O)n(CCN3CCCCC3)cnc12	0	2	4	-1.9	1	-3	-4	-1.2	7
Cn1c(=O)c2c(ncn2CC(=O)N2CCOCC2)n(C)c1=O	6	2	4	-0.4	4	-1	0	-2.2	-11
C/C(=N\NC(=O)c1ccc(O)cc1)c1cccc(NC(=O)c2ccccc2C)c1	9	1	-2	-1.8	4	-19	1	-2.8	1
O=C1C2C3CCC(C3NCc3ccccc3)C2C(=O)N1Cc1ccccc1 (stereo unspecified)	54	0	7	-2.2	20	1	-4	-0.7	2
Nc1ccc(C(=O)NCC2(c3ccccc3)CCCC2)cc1	-22	7	5	-0.2	14	6	-8	0.1	-5
CCOC(=O)CNc1nc(Cl)nc(Nc2ccc(C)cc2)n1	42	1	-2	-3.2	·	2	7	-3.7	-13

# Screening results (PubChem BioAssay)
